Assay outcomes as filed in PubChem BioAssay.
PKM2 activator = activators of human pyruvate kinase M2; P14618; purified PKM2, Kinase-Glo ATP luminescence, activation; response scale: 0% is enzyme alone, no compound; Potency, µM (series often up to 57.5 µM), for inactives: top-dose activation, usual class: activators; actives 0.34% (n = 260,000); also: potency is read from the fitted curve at half-maximal effect; % is scaled to controls: 0 for no effect and ±100 for the full control effect; nearly all actives have a fitted effect of over 55% in size
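ATP formation by purified human PK-M2, quantified via coupled luciferase luminescence after 1 h at room temperature with 0.1 mM ADP and 0.5 mM PEP final.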
KCNH2 3.1 block = KCNH2 3.1 (human) potassium channel inhibition. U2OS KCNH2 3.1, thallium flux FluxOr; active compounds read low. activity change, % (tested at about 1.8 µM). actives 0.95% (n = 340,000). AID 720553;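 active = maximum activity change below -70%; inconclusive = maximum activity change from -70% to -50%; inactive = maximum activity change above -50%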;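 also: thallium influx rate constant from kinetic fluorescence after stimulation buffer; % is scaled to controls: 0 for no effect and ±100 for the full control effect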
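Kinetic fluorescence (2 min after stimulation buffer) measures Tl+ influx through KCNH2 3.1 expressed by viral transduction in U2OS cells; the rate constant is normalized against DMSO controls serving as positive and negative references.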
Menin MLL FP TR = inhibitors of human menin-MLL interaction, mutant MLL peptide. O00255. Menin + Texas Red MLL mutant peptide, fluorescence polarization. Potency, µM (titrated, usually from 61.6 µM), without a hit: top-dose FP activity change, negative = inhibition, usual class: inhibitors. actives 0.23% (n = 270,000); active = well fitted inhibition curve with a large enough effect in the polarisation, with a control signal flat, not every such curve was filed as active; inconclusive = small, poorly fitted or top-dose-only effect, or effect the other way, or a change in a side signal; inactive = no such curve, though single readings can be large or run the other way; the % refers to the polarisation; also: potency is read from the fitted curve at half-maximal effect; % of control where 0% means no effect; many of its hits are not listed in these tables
Mito fusion act = inhibitors of mitochondrial division or activators of mitochondrial fusion; actives 0.23% (n = 320,000); AID 485298; S. cerevisiae fusion-defective mutant growth rescue, CellTiterGlo 48 h; Potency, µM (series often up to 46.1 µM), without a hit: at the highest dose growth rescue (activation), usual class: activators;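 also: potency is read from the fitted curve at half-maximal effect; % of control where 0% means no effect; nearly all actives have a fitted effect of over 45% in size; temperature-sensitive fusion mutants such as fzo1-1 at 37 °C on non-fermentable ethanol glycerol medium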
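Temperature-sensitive fusion-defective S. cerevisiae (e.g. fzo1-1, mgm1-5) were grown with compound in YPEG medium (3% ethanol, 3% glycerol) for 48 hours at 37C. Growth rescue was measured as viability by CellTiterGlo luminescence after 10 minutes at ambient.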
Gal4-VP16 FLuc = inhibits Gal4-VP16 luciferase reporter, ROR gamma counter-screen | Drosophila S2 Gal4-VP16 UAS-luciferase, luminescence, 20 h | Potency, µM (titrated, usually from 53.6 µM), inactives show top-dose activity, negative = inhibition, actives largely listed as inhibitors | actives 3.5% (n = 310,000) | AID 2546;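 also: Gal4-VP16 expression switched on by copper sulfate through the metallothionein promoter; potency is read from the fitted curve at half-maximal effect; % is scaled to controls: 0 for no effect and ±100 for the full control effect; nearly all actives have a fitted effect of over 50% in size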
ELG1 DNA repair = blocks ELG1-dependent DNA repair in HEK293T cells. AID 504467. Potency, µM (series often up to 46.1 µM), without a hit: at the top dose activity change, negative = inhibition, actives largely listed as inhibitors. actives 2.3% (n = 330,000). HEK293T ELG1-luciferase reporter, luminescence, 16 h; DNA damage induced by 5-fluorouridine; also: potency is read from the fitted curve at half-maximal effect; % is scaled to controls: 0 for no effect and ±100 for the full control effect; nearly all actives have a fitted effect of over 55% in size
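Overnight (16 hr) co-exposure of 2,000 cells/well to 5-fluorouridine and compound at 37 °C preceded detection. Luciferase was quantified via ONE-Glo luminescence; loss of signal denotes inhibition.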
RORg inh = inhibitors of mouse ROR gamma transcriptional activity; actives 5.4% (n = 310,000); AID 2551; Drosophila S2 Gal4-RORgamma UAS-luciferase reporter, 20 h; Potency, µM (top dose mostly 53.6 µM), for inactives: at the top dose activity change, negative = inhibition, hits mostly inhibitors; P51450; also: potency is read from the fitted curve at half-maximal effect; % is scaled to controls: 0 for no effect and ±100 for the full control effect; nearly all actives have a fitted effect of over 60% in size
Target sequence (P51450 whole entry, looked up, the tested form may be a part): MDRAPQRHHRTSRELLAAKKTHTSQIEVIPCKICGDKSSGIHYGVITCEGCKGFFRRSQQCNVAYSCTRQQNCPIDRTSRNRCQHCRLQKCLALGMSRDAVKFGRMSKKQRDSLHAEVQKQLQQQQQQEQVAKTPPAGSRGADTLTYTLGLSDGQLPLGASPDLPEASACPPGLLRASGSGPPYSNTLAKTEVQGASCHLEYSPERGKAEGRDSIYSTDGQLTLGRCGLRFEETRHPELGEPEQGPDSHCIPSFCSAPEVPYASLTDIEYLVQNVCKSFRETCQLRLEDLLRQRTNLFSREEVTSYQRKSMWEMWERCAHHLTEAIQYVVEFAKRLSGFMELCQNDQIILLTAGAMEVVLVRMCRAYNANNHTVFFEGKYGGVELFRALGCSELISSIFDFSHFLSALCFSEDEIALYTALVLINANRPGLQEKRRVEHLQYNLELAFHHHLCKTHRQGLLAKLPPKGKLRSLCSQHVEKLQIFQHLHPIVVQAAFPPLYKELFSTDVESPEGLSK
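In this cell-based reporter format, copper sulfate (700 uM final) drives Gal4–ROR gamma fusion expression from a metallothionein promoter in Drosophila Schneider cells; compounds preincubated 1 hr, reporter read after 20 hr at ambient temperature.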
Rab9 promoter act = activators of Rab9 promoter; Huh7 Rab9 promoter-luciferase reporter, luminescence, 24 h; Potency, µM (highest dose often 9.22 µM), without a hit: at the top dose activation, negative = inhibition, actives largely listed as activators; actives 2.8% (n = 320,000); also: potency is read from the fitted curve at half-maximal effect; % of control where 0% means no effect; nearly all actives have a fitted effect of over 60% in size
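Luciferase signal after 10 min detection reagent at ambient indicates Rab9 promoter upregulation; stably transfected Huh7 cells were treated 24 h with compound in DMSO at 37 °C, 5% CO2.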
MBNL1 CUG block = blocks human MBNL1 binding to CUG repeat RNA. Potency, µM (series often up to 57.5 µM), for inactives: at the top dose activity change, negative = inhibition, usual class: inhibitors. TR-FRET MBNL1-His/biotin-(CUG)12 binding, 665/545 ratio. Q9NR56. actives 0.036% (n = 280,000); active = well fitted inhibition curve with a large enough effect in the signal ratio, with a control signal flat, not every such curve was filed as active; inconclusive = small, poorly fitted or top-dose-only effect, or effect the other way, or a change in a side signal; inactive = no such curve, though single readings can be large or run the other way; the % refers to the signal ratio; also: potency is read from the fitted curve at half-maximal effect; % is scaled to controls: 0 for no effect and ±100 for the full control effect
Target sequence (Q9NR56 whole entry, looked up): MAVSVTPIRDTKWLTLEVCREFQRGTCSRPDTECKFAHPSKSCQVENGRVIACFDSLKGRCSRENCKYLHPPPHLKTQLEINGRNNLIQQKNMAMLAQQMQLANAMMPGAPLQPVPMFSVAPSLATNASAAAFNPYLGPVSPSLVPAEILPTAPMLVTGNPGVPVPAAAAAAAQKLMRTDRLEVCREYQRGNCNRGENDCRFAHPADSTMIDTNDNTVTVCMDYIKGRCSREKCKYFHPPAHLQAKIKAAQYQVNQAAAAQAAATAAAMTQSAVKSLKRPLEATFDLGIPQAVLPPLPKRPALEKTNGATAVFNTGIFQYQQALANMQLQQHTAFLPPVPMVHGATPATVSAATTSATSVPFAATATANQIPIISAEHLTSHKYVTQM
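His-tagged MBNL1 binding to biotinylated (CUG)12 RNA was measured by TR-FRET using terbium anti-His antibody (0.055 ng/ul final) and streptavidin-XL665 (5 nM final). Compounds were titrated 92 nM to 58 uM; 60 min at room temperature.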
FLuc counter = inhibits or activates purified firefly luciferase, miR-21 counter-screen; P08659; purified FLuc, Km substrates, luminescence inhibition; Potency, µM (series often up to 57.5 µM), without a hit: top-dose activity change, negative = inhibition, usual class: inhibitors; actives 6.9% (n = 360,000); AID 588342;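 also: potency is read from the fitted curve at half-maximal effect; plate controls were vehicle for no effect and reference inhibitor for full effect; nearly all actives have a fitted effect of over 55% in size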
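Purified P. pyralis luciferase, 10 nM final, with Km-level 10 uM D-luciferin and 10 uM ATP in 50 mM Tris acetate pH 7.5, 10 mM Mg acetate, 0.01% Tween-20, 0.05% BSA; 6-point qHTS titration about 60 µM downward; luminescence read.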
NPC1 promoter act = activates the NPC1 promoter | actives 2.4% (n = 320,000) | Potency, µM (highest dose often 9.22 µM), inactives show top-dose activation, actives largely listed as activators | Huh7 NPC1 promoter luciferase reporter, 24 h;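 also: potency is read from the fitted curve at half-maximal effect; % of control where 0% means no effect; nearly all actives have a fitted effect of over 60% in size; reporter is driven by a mutant NPC1 promoter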
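Luciferase expression driven by the NPC1 promoter was measured in stably transfected Huh7 cells after a 24 h compound incubation, using a luciferase reagent and a luminescence read.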
Active calls of the source: *; ? = inconclusive; / = no result given; & = joins results of further samples; [ ] = dose if it differs, or a comment. Unless noted, calls follow the shape of the dose curve; as a rule, active = well fitted curve in the direction sought with a large enough effect; inconclusive = small, poorly fitted or top-dose-only effect, or another doubt; inactive = no such curve, though single readings can be large; an effect the other way counts as inactive or inconclusive. Some of the compounds tested; rates above refer to the full screens.

Compound | Gal4-VP16 FLuc | RORg inh | Menin MLL FP TR | Rab9 promoter act | FLuc counter | KCNH2 3.1 block | NPC1 promoter act | Mito fusion act | MBNL1 CUG block | ELG1 DNA repair | PKM2 activator
C=CCOc1ccccc1CN(C(=O)CCl)c1ccc2c(c1)OCO2 | ? | ? | ? | -58%[inhibitor] | -17% | -5 | -48%[inhibitor] | 3% | -1% | -1% | -1%
CCCOc1ccc(C2C3=C(CCCC3=O)N(CC(=O)O)C3=C2C(=O)CCC3)cc1OCC | -2% | -5% | 15% | 8% | 4% | 14 | 1% | 2% | 3% | ? | -8%
COc1cc(=O)[nH]c(=O)n1CC(=O)c1ccccc1 | -5% | -9% | 4% | -2% | 0% | 17 | -5% | -1% | -3% | 15% | 3%
COc1cccc(C(=O)Nc2cc(C(=O)NCCc3ccccc3)ccc2Cl)c1 | 7% | 6% | / | 13% | -18% | 8 | 9% | 4% | 0% | 19% | -4%
COc1ccc(N(CC(=O)NC2CCCC2)C(=O)Cn2nnc(-c3ccc(OC)c(OC)c3)n2)cc1 | -2% | 11% | -6% | -4% | 0% | -17 | 1% | 1% | -7% | -6% | 3%
C=C(C)Cn1c(CCNC(=O)C(C)C)nc2ccccc21 | -2% | 1% | -8% | -2% | 7% | -7 | -3% | -3% | 1% | 5% | 8%
CCOc1ccc(NC(=O)c2nnn(CC(=O)Nc3ccccc3OC)c2N)cc1 | -4% | 11% | / | 19% | 2.7µM* | -8 | 18% | -1% | -1% | ? | -1%
Cc1ccn2cc(-c3cccc(S(=O)(=O)N4CCCCC4)c3)nc2c1 | 4% | -15% | / | -1% | 19µM* | -8 | -6% | 4% | -3% | -10% | /
Cc1ccc(S(=O)(=O)CCC(=O)Nc2ccc(F)cc2)cc1 | -10% | 19% | -2% | -10% | 6% | 9 | -11% | 0% | 0% | 5% | 1%
CCCn1nnc(NC(=O)Cc2ccccc2)n1 | -3% | -3% | -6% | -2% | 0% | 25 | -3% | -1% | -4% | 12% | 0%
O=C(Nc1ccc[n+](CC(=O)c2cccc3ccccc23)c1)c1ccccc1 | 11µM* | ? | ? | -9% | -3% | 3 | 0% | 0% | ? | -8% | -15%
COc1cnc(-c2ccccn2)nc1Oc1ccc(Cl)cc1 | 8.9µM* | 3.5µM* | ? | -1% | -4% | -12 | -8% | 4% | 3% | ? | -9%
CC1CN(Cc2cnc(Cl)s2)CC(C)O1 (stereo unspecified) | -8% | 11% | 12% | 0% | 0% | -12 | 0% | -3% | 1% | -21% | -3%
CCn1c(O)c(C(C#N)=C2N=c3ccccc3=N2)c2ccccc21 | -9% | 3% | 1% | 9% | 1% | 14 | 4% | 0% | -3% | -3% | -3%
CCOC(=O)c1c(-c2ccccc2Cl)csc1NC(=O)CSc1nc(C)cc(=O)[nH]1 | -4% | 9% | 26% | -3% | 2% | 2 | -1% | 12% | / | 1% | 3%
COc1cccc(OC)c1C(=O)Nc1sc2c(c1C(N)=O)CCN(Cc1ccccc1)C2 | -6% | 14% | -28% | 1% | -1% | -11 | 1% | 4% | 5% | -14% | -1%
Cc1ccc(CN2CC(C(=O)Nc3ccccc3N3CCCC3)CC2=O)cc1 (stereo unspecified) | / | / | / | 1% | 6% | -4 | -3% | 1% | / | -15% | /
O[Si](CCCN1CCCCC1)(c1ccc(F)cc1)C1CCCCC1 (stereo unspecified) | / | / | ? | -31%[inhibitor][46.1 µM] | 2% | -37 | -23%[46.1 µM] | -42%&-19%[inhibitor] | / | -5% | /
CC1CN(C2=Nc3cccc4cccc2c34)CC(C)O1 (stereo unspecified) | -2% | ? | -21% | 1% | ? | 2 | 6% | -1% | ? | 12% | 3%
COc1ccc(S(=O)(=O)N2CCN(C(=O)[C@@H]3CCCN3C(=O)c3cccs3)CC2)cc1 | / | / | / | -3% | 5% | 2 | 0% | 1% | / | 2% | /

Compound profiles, as listed above.
O[Si](CCCN1CCCCC1)(c1ccc(F)cc1)C1CCCCC1 (stereo unspecified) reads Gal4-VP16 FLuc = /; RORg inh = /; Menin MLL FP TR = ?; Rab9 promoter act = -31%[inhibitor][46.1 µM]; FLuc counter = 2%; KCNH2 3.1 block = -37; NPC1 promoter act = -23%[46.1 µM]; Mito fusion act = -42%&-19%[inhibitor]; MBNL1 CUG block = /; ELG1 DNA repair = -5%; PKM2 activator = /
COc1cnc(-c2ccccn2)nc1Oc1ccc(Cl)cc1 reads Gal4-VP16 FLuc = 8.9µM*; RORg inh = 3.5µM*; Menin MLL FP TR = ?; Rab9 promoter act = -1%; FLuc counter = -4%; KCNH2 3.1 block = -12; NPC1 promoter act = -8%; Mito fusion act = 4%; MBNL1 CUG block = 3%; ELG1 DNA repair = ?; PKM2 activator = -9%

Further structures
Compound | Gal4-VP16 FLuc | RORg inh | Menin MLL FP TR | Rab9 promoter act | FLuc counter | KCNH2 3.1 block | NPC1 promoter act | Mito fusion act | MBNL1 CUG block | ELG1 DNA repair | PKM2 activator
Cc1ccc(C(=O)NC(C)c2ccccc2)cc1S(=O)(=O)N1CCOCC1 (stereo unspecified) | -4% | 23% | 9% | 10% | 2% | -11 | 1% | 1% | 0% | 2% | -2%
COc1ccc(-n2nnnc2SCC(=O)Nc2ccccc2N2CCOCC2)cc1 | -10% | 14% | 9% | -7% | 1% | 5 | -1% | 19% | -1% | ? | 2%
O=C1CCCC(O)=C1C=NCCc1ccccc1 | -3% | -12% | -11% | 11% | 1% | -9 | 0% | 1% | 2% | 19% | 24%
CCCCCN(C(=O)COC(=O)Cc1c(C)nc2ccccc2c1C)c1c(N)n(CCCC)c(=O)[nH]c1=O | / | / | / | -4% | 5% | -4 | -1% | 0% | / | -2% | /
O=C(CN1C(=O)CCS(=O)(=O)c2ccccc21)NCc1ccc(F)cc1 | -16% | -9% | 23% | -2% | -10% | 12 | 10% | 0% | -4% | 10% | -19%
Cc1ccc(S(=O)(=O)Nc2ccc(Br)cc2/C=N/n2cnnc2)cc1 | ? | 22% | ? | 0% | -2% | -18 | 1% | -31%[inhibitor] | 12% | ? | 11%
O=C(Cn1ncc2c([nH]c3ccccc32)c1=O)N1CCOCC1 | -12% | 7% | 6% | 1% | -1% | 1 | 5% | -3% | -3% | 4% | /
O=C(NCc1ccco1)c1ccc(-c2cccc(Cl)c2)o1 | ? | 16% | -26% | ? | ? | 2 | 13% | -5% | 10% | 26% | 2%
Cc1cc(C)nc(SCC(=O)N/N=C/c2cccn2-c2cccc(C(F)(F)F)c2)n1 | -15% | 0% | -29% | 2% | -4% | -3 | -5% | -4% | 11% | ? | 0%
Cc1ccccc1OC1C(=O)N(Cc2ccc3c(c2)OCO3)C1c1sccc1C (stereo unspecified) | -6% | 25% | -15% | -4% | -1% | -47 | -4% | -5% | 7% | -15% | 0%
COc1ccc(S(=O)(=O)N2c3ccccc3OCC2CC(=O)O)cc1 (stereo unspecified) | -3% | -15% | 0% | -7% | -2% | -1 | -3% | 1% | -14% | -36% | /
Cc1ccc(CC(=O)Nc2cccnc2)cc1 | -4% | 24% | -3% | -5% | -5% | -2 | 0% | 5% | 3% | 3% | 13%
CC1=NNC(=O)C1CC(=O)N/N=C(\C)c1cccs1 (stereo unspecified) | 6% | 1% | -19% | -1% | -3% | 9 | -2% | -5% | 8% | 9% | -4%
CC(C)(C)c1ccc(C(=O)Oc2ccccc2CCC(=O)O)cc1 | -5% | 33% | / | 3% | ? | 8 | 0% | -1% | -10% | ? | -6%
CCCC(=O)NCc1ccncc1 | -1% | -11% | 4% | 2% | -1% | / | -1% | 2% | 0% | -1% | 0%
CN(CCNC(=O)C1CCN(S(=O)(=O)c2cnc[nH]2)CC1)Cc1ccccc1 | -5% | -12% | -6% | -2% | 0% | -3 | 2% | 1% | -11% | 11% | -5%
Cc1cccc(NC(=O)c2cccc(C(=O)Nc3cccc(C)c3)c2)c1 | -15% | -18% | 31%[activator] | -3%[1.84 µM] | -8% | -27 | 2% | -7% | 4% | 13% | /
O=C(O)c1sccc1S(=O)(=O)N1CCN(c2ccc(C(F)(F)F)cn2)CC1 | 2% | 3% | / | -3% | 5% | -3 | 0% | -3% | 0% | 6% | -32%
